GLD-1 TGE inh = GLD-1/TGE RNA complex disruptors, primary screen, biochemical, fluorescence polarization; AID 2280, 2010; inhibition, % at 5.96 µM; 320,000 tested, 0.44% active; purified GLD-1 + fluorescein TGE RNA; Female germline-specific tumor suppressor gld-1 (Caenorhabditis elegans), Q17339;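 active means percent inhibition above a per-plate cutoff, the plate mean of test compounds plus 3 SD, cut at about 30% in these data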;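 further: 0% = DMSO wells with GLD-1 and probe and 100% = wells lacking GLD-1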
Target sequence (Q17339 whole entry, looked up): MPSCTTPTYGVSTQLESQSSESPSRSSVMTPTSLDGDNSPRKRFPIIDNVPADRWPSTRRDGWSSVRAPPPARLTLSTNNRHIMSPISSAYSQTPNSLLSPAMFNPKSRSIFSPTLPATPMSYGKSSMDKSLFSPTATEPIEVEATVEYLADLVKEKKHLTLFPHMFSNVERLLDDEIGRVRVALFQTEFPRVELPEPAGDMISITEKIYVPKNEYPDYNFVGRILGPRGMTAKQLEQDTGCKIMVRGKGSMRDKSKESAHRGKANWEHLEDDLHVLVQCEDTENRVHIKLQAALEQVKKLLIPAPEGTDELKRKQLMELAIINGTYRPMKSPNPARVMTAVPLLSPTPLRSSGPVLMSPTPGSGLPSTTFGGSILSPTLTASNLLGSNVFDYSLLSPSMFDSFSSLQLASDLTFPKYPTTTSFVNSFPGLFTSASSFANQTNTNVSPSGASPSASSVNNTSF
Efflux pump inh = inhibitors of Candida efflux pumps in yeast, primary screen, S. cerevisiae, Nile Red, multiplex; S. cerevisiae Candida pump triplex; inhibition, % at 10 µM; 330,000 tested, 0.44% active;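 active means plate passing quality check with inhibition over a set limit, or well fluorescence over plate mean plus 4 SD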;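 further: Nile Red retained in pooled yeast measured as flow cytometry median fluorescence; 0% = buffer negative control and 100% = Enniatin B positive control; higher means more Nile Red kept so more efflux inhibition; some compounds called inactive have numbers as strong as hits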
CR mimetic SO = reduction of superoxide in aged yeast, primary screen, HTS | S. cerevisiae aged cells, superoxide DHE fluorescence; hits give low values | superoxide response (% of plate mean), % at 10 µM | 330,000 tested, 0.18% active;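 active means superoxide response under a set limit, about three screen SD below normal, cut at about 65% in these data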;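 further: yeast aged for seven days with compound at 30 °C before DHE staining; 100% = average MFI of all compound-treated wells on the plate with controls excluded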
BCLXL inh = inhibitors of human Bcl-xL, primary screen, biochemical, fluorescence polarization, HTS | inhibition, % at 10.9 µM | AID 2129, 2009 | 320,000 tested, 0.7% active | GST-Bcl-xL / FITC-Bim BH3 peptide fluorescence polarization;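 active means inhibition above the mean of all tested compounds plus 3 SD, cutoff set per campaign, cut at about 30% in these data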;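 further: 0% = DMSO wells and 100% = unlabeled Bim-BH3 peptide competitor; inhibitors lower millipolarization by displacing the labeled peptide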
MCL1-BIM inh = inhibitors of MCL1 binding to BIM-BH3, primary screen, biochemical, fluorescence polarization; GST-MCL1 / FITC-Bim-BH3 fluorescence polarization; inhibition, % at 10.9 µM; 320,000 tested, 0.68% active; AID 2057, 2009;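 active means inhibition above the mean inhibition of all tested compounds plus 3 SD, set per campaign, cut at about 40% in these data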;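 further: 0% = DMSO wells and 100% = unlabeled Bim-BH3 peptide control; higher means more loss of mP so more displacement of Bim peptide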
Fam108B counter = mouse Fam108B serine hydrolase inhibitors, primary screen, counter-screen for RBBP9 inhibitor project, biochemical, fluorescence polarization; 300,000 tested, 0.33% active; inhibition, % at 9.51 µM; recombinant Fam108B, FP-Rh probe fluorescence polarization;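 active means inhibition above the screen mean inhibition plus 3 SD, computed separately per campaign, cut at about 18% in these data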;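 further: inhibitors lower polarization as less probe binds the enzyme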
ZTA DNA inh = ZTA (EBV) inhibition in EBNA-1 counter-screen; ZTA-DNA binding, fluorescence polarization; inhibition, % at 11 µM; AID 2234; 320,000 tested, 0.15% active; in the data active means inhibition above about 33%
Target sequence (P03206 whole entry, looked up): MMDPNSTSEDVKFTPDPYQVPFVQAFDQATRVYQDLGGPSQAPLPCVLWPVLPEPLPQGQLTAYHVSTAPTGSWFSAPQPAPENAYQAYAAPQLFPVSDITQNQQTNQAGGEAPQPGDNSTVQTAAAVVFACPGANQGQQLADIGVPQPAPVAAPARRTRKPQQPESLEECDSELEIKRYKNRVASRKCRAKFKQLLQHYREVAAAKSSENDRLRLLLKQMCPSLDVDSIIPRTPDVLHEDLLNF
MEX-5 binding = MEX-5 zinc finger RNA-binding disruptors – biochemical, C. elegans, fluorescence polarization, MLPCN library, primary screen; Zinc finger protein mex-5 (Caenorhabditis elegans), Q9XUB2; MEX-5/FITC-TCR2 RNA binding; hits give low values; activity score (negative = inhibition of binding), % at 10 µM; 300,000 tested, 0.38% active; AID 1832, 2009;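 active means inhibition past about -25% in most replicates, and total fluorescence under double the plate's negative control median, limit read from the data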;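 further: 0% = DMSO and -100% = 5 µM competing unlabeled TCR2 RNA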
EBNA-1 inhibitor = EBNA-1 DNA-binding inhibitors, primary screen, biochemical, fluorescence polarization. AID 1950, 2009. inhibition, % at 14.8 µM. 300,000 tested, 0.34% active; in the data active means inhibition above about 28%
* hit, by the source's call; . = not tested or not shown.

No.	SMILES	BCLXL inh	CR mimetic SO	Efflux pump inh	MCL1-BIM inh	ZTA DNA inh	EBNA-1 inhibitor	GLD-1 TGE inh	MEX-5 binding	Fam108B counter
1	CC(=O)c1cc(CN2CCC(C(=O)Nc3ccc(-n4nc(C)cc4C)cc3)CC2)cs1	0	95	0.0	3	3	-3	2	4.6	5
2	CC(C)NC(=S)NC(=O)c1ccc(Cl)cc1Cl	4	101	0.4	8	-18	-2	7	-0.6	1
3	Cc1nc(N)sc1Cc1ccc2c(c1)OCO2	5	96	-0.1	-2	-18	4	3	3.4	-2
4	COCCC(=O)N1CCC(C(=O)Nc2ccc(Oc3ccccc3)nc2)CC1	2	95	-0.1	0	-9	-7	4	-0.6	0
5	C/C(=N\NC(=O)c1cccc(S(=O)(=O)N2CCCC2)c1)c1ccco1	-1	103	-0.2	11	7	-1	-1	1.3	-2
6	COC(=O)c1sc(S(=O)(=O)NCCC(=O)O)c(C(=O)OC)c1C	3	105	0.0	4	-11	-7	-8	-1.3	2
7	O=C(/C=C/c1ccccc1)N/C(=C/c1ccccc1)C(=O)N1CCCCC1	-2	90	0.0	-2	-1	17	0	0.5	-2
8	O=[N+]([O-])c1c(Nc2ccccc2)ccc2nonc12	2	108	0.0	6	7	11	5	-1.3	-1
9	Cc1ccsc1/C=C1\SC(N)=NC1=O	0	95	-0.1	6	18	9	2	-1.6	7
10	C=CCCC(=O)Nc1nc(C)c(-c2csc(Nc3ccc(Cl)cc3Cl)n2)s1	-3	97	0.1	-3	10	9	-1	2.2	15
11	S=c1[nH]nc(-c2ccncc2)n1/N=C/c1cn(-c2ccccc2)nc1-c1ccc(Cl)cc1	-10	107	0.0	-3	-4	-5	1	-0.8	-1
12	Oc1ccc(/C=N/NC2=NCCCCC2)cc1	4	91	-0.1	-1	12	6	8	2.2	2
13	CCn1cc(C(=O)OCC(=O)Nc2ccc(C(C)C)cc2)c(=O)c2ccc(C)nc21	2	96	-0.2	-7	-12	-3	0	0.8	-2
14	CCC(C)CCN1C(N(C)C)=NC[C@@H]1C (stereo partly drawn)	9	104	0.2	5	9	-6	1	.	7
15	CCOC(=O)C1CCN(S(=O)(=O)c2ccc3c(c2)NC(=O)C(C)C(=O)N3)CC1 (stereo not drawn)	2	102	-0.1	-6	4	-14	-5	4.2	0
16	CN1C(=O)CSc2ccc(NC(=O)N3CCN(c4ccccc4)CC3)cc21	3	94	0.1	-4	11	5	-1	2.8	1
17	Cc1ccc(N(Cc2cc(=O)[nH]c3ccccc23)C(=O)CCl)cc1	0	107	0.1	7	-2	11	0	0.3	-4
18	O=C(c1ccc(Br)o1)N1CCN(c2ccccc2F)CC1	4	115	-0.3	-1	-3	-3	-5	0.8	-1
19	C=CCn1c(=O)c2ccccc2n2c(SCC(C)=O)nnc12	0	94	0.1	1	14	-15	2	-2.4	0
20	O=C1COc2ccc(-c3n[nH]c(=O)c4ccccc34)cc2N1	0	84	-0.2	4	2	-3	1	-1.7	0
21	O=C(CO/N=C/c1c(Cl)cccc1Cl)NNC(=O)c1ccc(Cl)cc1	10	91	0.0	10	-11	-10	-1	-0.3	4
22	Cc1cc(NC(=O)C(C)(C)C)no1	-3	94	0.0	3	4	0	1	-0.8	-1
23	CC(C)(C)c1ccc(C(=O)NCc2ccco2)cc1	5	98	0.2	12	-4	-8	3	3.1	-1
24	Cc1cc(C)cc(-c2nnc(SCC(=O)NC3CC3)o2)c1	-4	102	-0.1	2	-2	.	6	.	.
25	CN=c1scc(-c2ccccc2F)n1/N=C/c1ccc[nH]1	-9	93	0.1	-11	-6	-7	-18	-0.6	6
26	Cn1ncc(C#N)c1NC(=O)C1CC(c2ccc(Cl)c(Cl)c2)=NO1 (stereo not drawn)	9	102	-0.1	4	0	5	-3	-0.6	0
27	COc1cc(NC(=O)CN2C(=O)C(C)N(c3ccc(C)cc3)C2=O)cc(OC)c1 (stereo not drawn)	2	102	0.0	0	-10	-5	2	-3.0	3
28	CCCCNC(=O)[C@@H]1CC=C[C@@H]2CCN(Cc3ccc(Cl)c(Cl)c3)C(=O)[C@@H]21	3	98	0.0	9	-16	-5	1	-1.6	7
29	CCCCNC(=O)CN1C(=O)NC2NC(=O)NC21 (stereo not drawn)	2	100	-0.1	-3	2	-12	0	1.9	3
30	Cc1cc(/C=C(\C#N)C(=O)N2CCCCC2)cc(C)c1O	0	96	0.1	7	-2	3	7	0.3	4
31	COc1cc(C(=O)Nc2cccnc2)cc(OC)c1OC	5	101	0.0	-6	5	-9	0	1.4	-2
32	O=C(CSCc1c(F)cccc1Cl)Nc1cccnc1	10	95	0.0	9	-6	4	3	0.1	-5
33	COc1cc(/C=C2/C(=N)N3N=C(C(C)C)SC3=NC2=O)ccc1OS(=O)(=O)c1ccccc1	-7	102	-0.2	-13	3	-7	5	2.5	-3
34	C=CCN(C(=O)c1cccc(N2C(=O)C3CC=CC(C)C3C2=O)c1)c1ccccc1 (stereo not drawn)	6	85	-0.3	3	8	-3	7	2.4	9
35	O=C(Cn1nnc2ccccc2c1=O)NCCc1ccc(Cl)cc1Cl	3	106	-0.1	9	11	2	-9	-0.4	1
36	O=C1C(Nc2ccccc2)=C(N2CCCCC2)C(=O)c2ccccc21	4	131	0.0	1	-5	0	4	0.5	8
37	COc1ccc(Cl)cc1NC(=O)CNc1ccccc1CN(C)C1CCCCC1	0	102	0.2	-6	-2	-12	-5	-0.7	-4
38	CN1CCN(C(=O)/C(=C\c2cccs2)NC(=O)c2cccs2)CC1	5	95	-0.2	1	0	5	-1	2.2	8
39	OC(COc1ccc2ccccc2c1)CN1CCCC1 (stereo not drawn)	3	102	0.0	6	3	6	6	-1.3	-1
40	COc1cc2ncnc(NCc3cccc(F)c3F)c2cc1OC	3	104	0.0	-3	-22	-14	-2	-0.7	-2
41	O=C(CN(CCO)c1ccccc1)Nc1cccc(S(=O)(=O)N2CCCC2)c1	3	111	0.0	5	8	-1	11	-1.1	-2
42	Cc1ccc(CSCC(=O)N(C)CC(=O)Nc2ccccc2C(F)(F)F)cc1	5	102	0.0	10	-4	-1	2	0.8	-2
43	CCc1ccccc1NC(=S)N(Cc1cccc(C)c1)c1cccnc1	4	76	-0.1	8	8	11	2	-0.2	2
44	COc1cc2c(=O)n(CC3CCCO3)c(=O)n(CC(=O)Nc3cccc(Cl)c3)c2cc1OC (stereo not drawn)	-3	105	0.0	-9	5	-4	3	2.5	-10
45	O=S(=O)(Cc1noc(-c2ccc(Cl)cc2)n1)Cc1ccco1	4	117	-0.1	-2	-9	1	4	-3.5	1
46	O=C(COC(=O)/C=C/c1ccc(Br)o1)NCCCN1CCCC1=O	7	99	0.0	6	6	9	0	-5.5	1
47	COCCN1C(=O)c2oc3ccccc3c(=O)c2C1c1ccc(OC)c(OC)c1 (stereo not drawn)	1	95	0.0	1	6	-6	-6	-0.9	5
48	CN=C(Nc1ccc(Cl)cc1)c1ccc(C(F)(F)F)cc1	3	98	0.1	-1	-10	-13	-6	2.9	3
49	CCC1CCCCN1CCCNC(=O)CS(=O)(=O)Cc1nc(-c2cccc(OC)c2)oc1C (stereo not drawn)	2	81	-0.1	6	-5	6	5	1.5	1
50	Cc1ccc(-c2onc3ccc(C(=O)/C=C/N(C)C)cc23)cc1	3	96	0.4	-2	-3	-5	2	-5.0	5
51	COc1ccc2[nH]c(C(=O)Nc3ccc4c(c3)OCO4)cc2c1	6	98	-0.1	13	-12	-7	2	-0.2	-1
52	CC(C)C(NC(=O)c1ccco1)C(=O)OCc1cc([N+](=O)[O-])cc2c1OCOC2 (stereo not drawn)	0	101	0.0	-1	-2	0	-5	1.3	-1
53	O=C(Nc1ccccc1)C1CC(=O)N(c2ccc3c4c(cccc24)CC3)C1 (stereo not drawn)	-6	88	0.0	4	-6	2	2	-0.5	1
54	Oc1c(Br)cc2oc3c(c2c1CNCc1ccccc1)CCCC3	7	92	-0.1	10	-6	8	18	-3.1	0
55	COC(=O)CN(n1cnnc1)S(=O)(=O)c1ccccc1Cl	1	97	0.0	3	5	-4	1	2.4	0
56	N#CCc1c(C#N)c(N)nc(N2CCCC(CO)C2)c1C#N (stereo not drawn)	5	101	0.1	4	3	-9	0	1.0	-2
57	CN(C)CCN(Cc1ccccc1)c1ccccn1	5	100	0.3	2	1	-8	-5	0.1	1
58	CN(CC(=O)NCc1cccc(F)c1)C(=O)c1ccco1	2	91	-0.1	-3	-15	0	6	-0.5	2
59	COC(=O)Nc1ccc(S(=O)(=O)NNC(=O)c2c(O)c3ccccc3[nH]c2=O)cc1	2	99	0.1	-5	8	5	0	-5.8	-3
60	COc1ccc(S(=O)(=O)N2CCC(C(=O)NCCN3CCOCC3)CC2)cc1OC	9	96	-0.1	9	4	-1	2	-1.2	-2
61	COc1cc(-c2cc(N3C(=O)Nc4ccccc4N3O)n[nH]2)cc(OC)c1OC	8	99	0.2	12	-9	-2	-3	-0.4	4
62	CC[N+](C)(C)Cc1ccccc1Br	3	109	0.4	5	-9	1	5	-2.3	7
63	COCCSc1nnc(NS(=O)(=O)Cc2ccccc2)s1	1	108	0.1	2	-2	3	2	2.8	-3

High-throughput results as filed in PubChem.

Random draw from the library; any-hit rate near 2.3%.
